# Source: PubChem (National Center for Advancing Translational Sciences (NCATS))
# Giardia FBPA inh = Giardia lamblia aldolase inhibition | A8B2U2 | purified Giardia FBPA | Potency, µM (top dose mostly 59.6 µM), without a hit: top-dose activity, negative = inhibition, hits mostly inhibitors | 290,000 compounds, 0.71% hits | AID 2451; further: potency means the concentration at half of the fitted maximal effect; on the % scale 0 is the no-effect control and ±100 the full control effect; nearly all actives have a fitted effect of over 55% in size
# Target sequence (A8B2U2 whole entry, looked up): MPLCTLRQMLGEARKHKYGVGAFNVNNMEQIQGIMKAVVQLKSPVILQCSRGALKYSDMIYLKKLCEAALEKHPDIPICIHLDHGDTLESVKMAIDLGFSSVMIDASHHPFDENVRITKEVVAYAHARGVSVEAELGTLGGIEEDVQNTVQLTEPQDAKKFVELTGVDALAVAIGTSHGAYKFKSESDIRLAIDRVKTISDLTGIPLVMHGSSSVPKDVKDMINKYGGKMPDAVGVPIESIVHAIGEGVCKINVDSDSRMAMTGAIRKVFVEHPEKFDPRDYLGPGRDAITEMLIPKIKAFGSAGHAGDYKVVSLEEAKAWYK
#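 Giardia FBPA (40 nM reagent) was preincubated 10 min at RT with compound (up to 57.5 uM final), then substrate plus GAPDH/TPI/NAD/arsenate coupling system with diaphorase/resazurin was added; resorufin fluorescence (525/598 nm) was read after 20 min.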
# CHX counter = counter-screen hit for Shiga toxin inhibitors, cycloheximide; cell reporter, cycloheximide protein synthesis inhibition counterscreen; 300,000 compounds, 12% hits; max response, %; in the data active means max response mostly above about 13%, no sharp cut-off; inactive means mostly below about 14%; further: read at 38.3 µM for the half of the compounds with a filed dose; 0% is about no effect
# Pf growth 96h = P. falciparum growth inhibition at 96 hour, primary screen for plastid delayed-death inhibitors; P. falciparum luciferase reporter growth, 96 h; Potency, µM (titrated, usually from 28.7 µM), inactives show at the highest dose activity change, negative = inhibition, actives largely listed as inhibitors; 320,000 compounds, 6.9% hits; AID 504834; further: potency means the concentration at half of the fitted maximal effect; on the % scale 0 is the no-effect control and ±100 the full control effect
#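 Two-generation exposure (96 h) targets delayed-death phenotype. Reporter parasites carrying integrated firefly luciferase, in red cells at 2% hematocrit and 0.05% parasitemia final, kept at 37 C, 5% CO2; luminescence loss indicates inhibition.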
# Shiga inhibitor = blocks Shiga toxin action in Vero cells | Vero cells, Shiga toxin protein synthesis inhibition reporter | inhibition, % at 38.7 µM | 290,000 compounds, 9.2% hits; in the data active means inhibition mostly above about 28%, no sharp cut-off; inactive means mostly below about 43%; further: 0% is about no effect
# Sm TGR inh = S. mansoni TGR enzyme inhibition | Potency, µM (series often up to 114 µM), without a hit: at the highest dose activity change, negative = inhibition, usual class: inhibitors | purified TGR, DTNB reduction, TNB absorbance 405 nm | Q962Y6 | 360,000 compounds, 3% hits | AID 485364; further: potency means the concentration at half of the fitted maximal effect; on the % scale 0 is the no-effect control and ±100 the full control effect; nearly all actives have a fitted effect of over 60% in size
#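 Kinetic colorimetric format: TGR-catalysed, NADPH-driven DTNB reduction monitored via TNB absorbance. Enzyme dispensed at 20 nM; compound exposure 15 min at room temperature before reaction start.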
# Pf growth 48h = inhibits P. falciparum growth in the first generation, 48 h. P. falciparum luciferase growth in erythrocytes, 48 h. Potency, µM (highest dose often 28.7 µM), for the others: at the highest dose activity change, negative = inhibition, actives largely listed as inhibitors. 310,000 compounds, 5.9% hits. AID 504832; further: potency means the concentration at half of the fitted maximal effect; on the % scale 0 is the no-effect control and ±100 the full control effect
#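 First compound was added to culture medium, then infected red cells at 0.1% parasitemia and 2% hematocrit (final). After incubation at 37 C under 5% CO2, luciferase detection reagent was dispensed and light output recorded.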
# * = called active by the depositor; ? = inconclusive; / = not tested or not shown; [ ] = remark or other dose. Unless noted, the call rests on the fitted dose curve; in most records, active means well fitted curve in the direction sought with a large enough effect; inconclusive means small, poorly fitted or top-dose-only effect, or another doubt; inactive means no such curve, though single readings can be large; an effect the other way counts as inactive or inconclusive.
nr	smiles	Pf growth 96h	Giardia FBPA inh	Pf growth 48h	Sm TGR inh	CHX counter	Shiga inhibitor
1	CC[C@H](C)[C@H](NC(=O)[C@H](CCCNC(=N)N)NC(=O)[C@@H]1CCCN1C(=O)[C@H](Cc1ccccc1)NC(=O)[C@H](Cc1cnc[nH]1)NC(=O)[C@H](CCCNC(=N)N)NC(=O)[C@@H](NC(=O)[C@H](C)NC(=O)[C@H](CCC(=O)O)NC(=O)[C@H](CC(N)=O)NC(=O)[C@@H](N)CCCCN)C(C)C)C(=O)N[C@@H](Cc1c[nH]c2ccccc12)C(=O)N[C@@H](CC(C)C)C(=O)O	/	0%	/	/	-4	-6
2	CCCSc1nnc(NC(=O)c2sc3nc(-c4cccs4)ccc3c2N)s1	-51%	9%	?	0%	28*	17
3	[2H]c1c([2H])c([2H])c(-c2nc(N3CCCCCC3)sc2C(=O)c2ccccc2)c([2H])c1[2H]	4.1µM*	0%	?	15%	-4	-12
4	O=C(/C=C/c1ccc2c(c1)OCO2)NCCSCc1ccc(Cl)cc1	75%[activator]	0%	32%[activator]	3%	-3	12
5	CC(NC(=O)CCNS(=O)(=O)c1ccccc1)c1ccccc1 (configuration not stated)	?	?	3%	11%	5	4
6	CCCN(C(=O)c1c(CC)noc1C)c1c(N)n(Cc2ccccc2)c(=O)[nH]c1=O	-21%	/	2%	1%	/	/
7	CCCCc1ccc(S(=O)(=O)N/N=C(/C)c2ccncc2)cc1	-20%	/	4%	0%	3	-6
8	CC(=O)Nc1sc(C)c(C)c1C(=O)OCC(=O)N(CC(C)C)c1c(N)n(Cc2ccccc2)c(=O)[nH]c1=O	?	/	?	2%	/	/
9	CCc1nc(Cl)c(C#N)c2c1CCCC2	?	8%	15%	-3%	-9	-14
10	CCCCn1c(N)c(N(CCOC)C(=O)COC(=O)Cc2cccc(OC)c2)c(=O)[nH]c1=O	18%	/	?	0%	/	/

# 4 compounds from above, reduced to Pf growth 96h and CHX counter.
nr	SMILES	Pf growth 96h	CHX counter
7	CCCCc1ccc(S(=O)(=O)N/N=C(/C)c2ccncc2)cc1	-20%	3
8	CC(=O)Nc1sc(C)c(C)c1C(=O)OCC(=O)N(CC(C)C)c1c(N)n(Cc2ccccc2)c(=O)[nH]c1=O	?	/
9	CCc1nc(Cl)c(C#N)c2c1CCCC2	?	-9
10	CCCCn1c(N)c(N(CCOC)C(=O)COC(=O)Cc2cccc(OC)c2)c(=O)[nH]c1=O	18%	/

# Further structures follow:
nr	smiles	Pf growth 96h	Giardia FBPA inh	Pf growth 48h	Sm TGR inh	CHX counter	Shiga inhibitor
11	Cc1ccc(-c2nnc3ccc(SCC(=O)N4CCCc5ccccc54)nn23)cc1	10µM*	10%	?	0%	0	-14
12	CCC(C)(C)NC(=O)C(c1ccccc1Cl)N(C(=O)CCC(=O)Nc1cc(C)on1)C1CC1 (configuration not stated)	9%	12%	-27%	-6%	0	-4
13	O=C(Nc1ccncc1)Nc1ccccn1	8.3µM*	2%	-10%	-1%	-4	60
14	COc1cc(/C=C2/C(=O)N(c3cccc(Br)c3)N=C2C)cc(OC)c1O	-26%	-25%	7%	?	-1	-3
15	CC1CCN(C(=O)COC(=O)/C=C/c2ccc(Br)o2)CC1	87%[activator]	/	8%	8.9µM*	/	/
16	CCn1c(SCc2ccc([N+](=O)[O-])cc2)nnc1C(C)NC(=O)c1ccc(C)cc1 (configuration not stated)	10µM*	-7%	-9%	2%	-7	-12
17	CCCCn1cc2c(c1-c1cccc(C)c1)c(=O)n(C)c(=O)n2C	?	9%	?	-23%	-2	-6
18	CCC(C)NC(=O)CCn1ccc2cc(S(=O)(=O)N3CCCC3)ccc21 (configuration not stated)	-24%	0%	?	1%	-3	-5
19	CCOC(=O)C1CCN(C(=O)c2sc3nc(-c4ccc(F)cc4)cn3c2C)CC1	-24%	5%	?	0%	-1	24
20	COc1cccc(NC(=O)C2CCCN2C(=O)Nc2ccccc2F)c1 (configuration not stated)	0%	0%	-9%	-22%	8	36
21	COCc1nnc(NC(=O)COc2ccc3c(c2)OCO3)s1	4%	-23%	16%	7%	6	7
22	CCc1ccccc1-n1c(SCC(=O)NC)nnc1-c1ccco1	?	-4%	-7%	-19%	-1	-6
23	COc1cccc(/C(O)=C2/C(=O)C(=O)N(CCN(C)C)C2c2ccccn2)c1 (configuration not stated)	?	-26%	35%[activator]	?	11	41
24	NCCCCc1ccc2ccc3cccc4ccc1c2c34	?	/	-23%	1%	/	/
25	O=C(NCCN1CCOCC1)c1ccc(Cl)cc1O	16%	4%	22%	5%	-4	5
26	C=CCn1c(SCC(=O)N(CCC)C2CCS(=O)(=O)C2)nnc1-c1ccccc1OC (configuration not stated)	5%	/	-16%	-22%	/	/
27	COc1ccc(S(=O)(=O)Nc2ccc(C(F)(F)F)cc2)cc1OC	26%	8%	-1%	0%	-2	-11
28	Nc1ncnc(Nc2ccc(F)c(Cl)c2)n1	-1%	-9%	24%	9%	19*	57*
29	COc1cccc(-n2nc(C(C)=O)c(=O)[nH]c2=O)c1	-6%	1%	17%	3%	7	-4
30	COc1ccc(C(CNC(=O)C(CC(C)C)NS(=O)(=O)c2ccc(C)cc2)N2CCOCC2)cc1 (configuration not stated)	?	/	?	-1%	/	/
31	COc1ccc(N2CCN(CC(=O)Nc3nc4c(s3)CC(C)CC4)CC2)cc1 (configuration not stated)	-18%	0%	-1%	-1%	-2	14
32	CCOCCCNc1c(CC)c(C)c(C#N)c2nc3ccccc3n12	-17%	9%	3.3µM*	-2%	-3	-6
33	Cc1ccc(-c2csc(SCC(=O)c3c(N)n(C4CC4)c(=O)[nH]c3=O)n2)cc1	-2%	/	1%	0%	/	/
34	CN(C)CCCN(C(=O)c1ccc(S(=O)(=O)N2CCc3ccccc3C2)cc1)c1nc2ccc(F)cc2s1	?	-17%	13µM*	-1%	-7	-16
35	C/C(=N\Nc1nc(-c2cc(C)ccc2C)cs1)c1cc2c(ccc3ccccc32)oc1=O	-23%	1%	-6%	-8%	1	-7
36	CC[n+]1c(/C=C(/C)SC)sc2ccccc21	?	-4%	1.7µM*	-15%	-2	6
37	COc1ccc(-c2cc(C3CCN(Cc4cccc(C(F)(F)F)c4)CC3)[nH]n2)cc1	?	-14%	?	5%	-6	-10
38	CCc1c(C2(O)CCCCC2)[nH]c2ncccc12	?	/	14%	-2%	/	/

# Of the compounds above, 2 have a CF3 group:
nr	smiles	Pf growth 96h	Giardia FBPA inh	Pf growth 48h	Sm TGR inh	CHX counter	Shiga inhibitor
27	COc1ccc(S(=O)(=O)Nc2ccc(C(F)(F)F)cc2)cc1OC	26%	8%	-1%	0%	-2	-11
37	COc1ccc(-c2cc(C3CCN(Cc4cccc(C(F)(F)F)c4)CC3)[nH]n2)cc1	?	-14%	?	5%	-6	-10

# Quoted from the listing.
# Giardia FBPA inh with `COc1ccc(N2CCN(CC(=O)Nc3nc4c(s3)CC(C)CC4)CC2)cc1` (configuration not stated) reads 0%
# Pf growth 48h with `C/C(=N\Nc1nc(-c2cc(C)ccc2C)cs1)c1cc2c(ccc3ccccc32)oc1=O` reads -6%
# Shiga inhibitor with `CC[n+]1c(/C=C(/C)SC)sc2ccccc21` reads 6

# Structures above that have two or more sulfur atoms, in the order listed:
nr	smiles	Pf growth 96h	Giardia FBPA inh	Pf growth 48h	Sm TGR inh	CHX counter	Shiga inhibitor
2	CCCSc1nnc(NC(=O)c2sc3nc(-c4cccs4)ccc3c2N)s1	-51%	9%	?	0%	28*	17
26	C=CCn1c(SCC(=O)N(CCC)C2CCS(=O)(=O)C2)nnc1-c1ccccc1OC (configuration not stated)	5%	/	-16%	-22%	/	/
33	Cc1ccc(-c2csc(SCC(=O)c3c(N)n(C4CC4)c(=O)[nH]c3=O)n2)cc1	-2%	/	1%	0%	/	/
34	CN(C)CCCN(C(=O)c1ccc(S(=O)(=O)N2CCc3ccccc3C2)cc1)c1nc2ccc(F)cc2s1	?	-17%	13µM*	-1%	-7	-16
36	CC[n+]1c(/C=C(/C)SC)sc2ccccc21	?	-4%	1.7µM*	-15%	-2	6
